CHOP inhibitor: CHOP inhibition in unfolded protein response. inhibition, % at 10 µM. CHO-K1 CHOP-promoter luciferase, tunicamycin-induced, 15-18 h. actives 3.8% (n = 220,000);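 active = compounds that reduced the stress-induced luciferase reporter signal by more than about 70% of percent inhibition, limit read from the data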;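 note: 0% = tunicamycin plus vehicle and 100% = wells without tunicamycin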
Ba/F3 V617F tox: reduce viability of Ba/F3 cells dependent on JAK2V617F; actives 1.1% (n = 220,000); inhibition, % at 5.6 µM; AID 1446; Ba/F3 EpoR-JAK2V617F viability, ATP luminescence;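 active = inhibition above the campaign mean plus 3 SD over all tested compounds, cut at about 24% in these data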;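 note: cytokine-independent growth of Ba/F3 cells driven by EpoR plus mutant JAK2; 0% = DMSO-treated cells and 100% = JAK inhibitor I control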
TRPML3 ag: agonists of human TRPML3 channel. Q8TDD5. HEK293 TRPML3-YFP, Fluo-8 calcium fluorescence; 100% = the carbachol control signal. activation, % at 3 µM. actives 0.29% (n = 220,000). AID 1448;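 active = activation above its plate's cutoff, the mean activation of the plate's test wells plus 3 SD, cut at about 12% in these data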;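 note: 0% = DMSO only wells and 100% = carbachol wells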
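system = HEK293 cells stably carrying human TRPML3-YFP | doses = one concentration, 3 µM nominal, 0.3% DMSO | timing = dye loading 1 h 37 °C then 30 min ambient, 125 s read | detection = Fluo-8 calcium dye fluorescence, ex 470-495, em 515-575 nm | benchmarks = high control carbachol 87 µM, low control DMSO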
TRPN1 ag: activates the zebrafish TRPN1 channel. HEK293 zebrafish TRPN1-YFP, Fluo-8 calcium fluorescence; 100% = response to 87 µM carbachol. activation, % at 3 µM. actives 0.18% (n = 220,000);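 active = activation above its plate's cutoff, the mean activation of test wells on that plate plus 3 SD, cut at about 19% in these data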;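 note: 0% = DMSO alone and 100% = 87 µM carbachol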
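Material: zebrafish TRPN1-YFP in HEK293 cells. Doses: one dose of 3 µM, 0.3% DMSO. Incubation: dye 1 h 37 °C plus 30 min RT. Measured by: intracellular calcium fluorescence with Fluo-8.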
BaF3 tox: parental Ba/F3 viability inhibition as JAK2V617F counter-screen; CellTiter-Glo ATP luminescence; inhibition, % at 5.6 µM; actives 1.1% (n = 220,000);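 active = inhibition above a per-campaign cutoff, the mean inhibition of all tested compounds plus 3 SD, cut at about 27% in these data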;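 note: 0% = DMSO wells and 100% = JAK Inhibitor I control wells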
RBBP9 inh: blocks human serine hydrolase RBBP9. O75884. recombinant RBBP9, FP-Rh probe fluorescence polarization. inhibition, % at 7.94 µM. actives 0.2% (n = 220,000);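 active = inhibition above the campaign mean of all tested compounds plus 3 SD, cut at about 14% in these data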;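 note: plate controls were DMSO wells with RBBP9 for no effect and wells lacking RBBP9 protein for full effect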
Target sequence (O75884 whole entry, looked up): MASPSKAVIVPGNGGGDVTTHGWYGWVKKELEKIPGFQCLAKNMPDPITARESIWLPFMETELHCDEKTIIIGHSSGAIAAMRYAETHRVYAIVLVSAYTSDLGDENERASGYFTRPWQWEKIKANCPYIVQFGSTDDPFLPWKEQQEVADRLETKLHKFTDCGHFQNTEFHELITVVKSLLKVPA
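Assay system: recombinant human RBBP9; Reagent: Serine-hydrolase probe FP-Rh, 375 nM pre-mixing; Doses: 7.94 µM single dose, 0.794% DMSO; Incubation: 30 min then 45 min, 25 °C; Detection: fluorescence polarization (mP), excitation 525 nm, emission 598 nm; Evaluation: percent inhibition from mP, scaled between DMSO and no-protein wells.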
TNF death inh: TNF-alpha cell death inhibition in Jurkat FADD-/- cells; Jurkat FADD-/- TNF necroptosis rescue, ATP luminescence, 24 h; 0 = TNF only, 100 = no-TNF cells; AID 463075; activation (protection from cell death), % at 10 µM; actives 0.068% (n = 220,000);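 active = activation, meaning protection from cell death, of at least 50% relative to plate controls; inactive = activation below 50%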;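 note: necroptosis triggered by 40 ng/mL TNF-alpha added together with compound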
Wee1 degr inh: inhibitors of human Wee1 degradation | reporter increase, % at 5 µM | AID 1321 | P30291 | actives 1.2% (n = 220,000) | HeLa Luc-Wee1K328M stability, luciferase luminescence; 100% = proteasome inhibitor MG132 effect;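 active = activation above the mean of all tested compounds plus 3 SD, set per screening run, cut at about 8.8% in these data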;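 note: cells exposed to compound for 20 h before luminescence read; 0% = DMSO alone and 100% = MG132 at 30 µM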
Target sequence (P30291 whole entry K328M): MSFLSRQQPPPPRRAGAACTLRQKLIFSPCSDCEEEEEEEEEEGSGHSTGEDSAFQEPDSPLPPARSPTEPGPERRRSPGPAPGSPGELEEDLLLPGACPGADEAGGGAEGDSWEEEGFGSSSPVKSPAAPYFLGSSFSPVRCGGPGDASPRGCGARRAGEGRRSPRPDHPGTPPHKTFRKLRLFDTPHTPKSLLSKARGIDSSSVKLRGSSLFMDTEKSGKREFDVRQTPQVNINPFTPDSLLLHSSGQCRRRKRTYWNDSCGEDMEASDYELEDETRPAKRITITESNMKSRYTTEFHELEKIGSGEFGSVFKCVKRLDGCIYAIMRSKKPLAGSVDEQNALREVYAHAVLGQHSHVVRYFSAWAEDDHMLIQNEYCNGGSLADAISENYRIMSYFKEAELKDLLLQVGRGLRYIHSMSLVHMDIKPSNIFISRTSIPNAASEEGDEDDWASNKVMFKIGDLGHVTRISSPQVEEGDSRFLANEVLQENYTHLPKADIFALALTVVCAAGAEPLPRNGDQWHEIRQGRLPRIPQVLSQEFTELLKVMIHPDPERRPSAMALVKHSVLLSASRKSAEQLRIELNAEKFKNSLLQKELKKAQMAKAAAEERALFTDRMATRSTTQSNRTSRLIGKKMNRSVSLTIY
PPC-1+TRAIL kill: kills PPC-1 cancer cells in the presence of TRAIL | AID 1443 | actives 0.41% (n = 220,000) | cell killing (% activity), % at 4 µM | PPC-1 cells + TRAIL, ATPLite viability luminescence;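 active = cell killing above 50% in the first pass at 4 µM, then a duplicate retest at 5 µM averaging 50% or more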;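 note: plate controls were cells with TRAIL plus DMSO for no effect and medium-only wells lacking cells for full effect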
* hit, by the source's call; · = no result given; [ ] = another dose, or the depositor's remark.

SMILES	CHOP inhibitor	Ba/F3 V617F tox	TRPML3 ag	TRPN1 ag	BaF3 tox	RBBP9 inh	TNF death inh	Wee1 degr inh	PPC-1+TRAIL kill
CCOc1ccc2nc(N/C(N)=N/C(=S)Nc3ccc(OC)cc3)nc(C)c2c1	17	0	-0.1	-0.8	12	-5	-0.2	1	30
Cc1ccc(C)n1-c1ccc(N(C)C)cc1	25	0	-0.6	-1.1	4	-2	-1.2	-2	-3
CC(=O)CC(=O)Nc1ncc(C(F)(F)F)cc1Cl	1	-2	0.5	1.8	4	-8	-0.2	-2	1
COc1ccccc1N1CCN(C(=O)c2ccoc2C)CC1	27	-2	-0.1	0.7	1	0	0.3	1	-12
CSc1ccc(NC(N)=S)cc1	3	2	0.4	-0.4	6	2	-2.4	-1	18
COC(=O)Cc1cc(OC)c(OC)cc1S(=O)(=O)N(C)C	14	1	1.3	1.0	9	-1	-1.3	0	15
Cc1ccc(Cn2nnc(C(=O)Nc3cc(C)ccc3C)c2N)cc1	65	-1	3.9	5.3	2	1	-0.3	-1	15
CCc1ccc(-c2nc(CS(=O)CC(=O)NCc3cccnc3)c(C)o2)cc1 (centres undefined)	70	-3	0.5	0.1	-3	1	0.1	-2	-29
COC(=O)c1ccc(N=Cc2c(-c3ccccc3)[nH][nH]c2=O)cc1	11	-3	1.0	-1.2	2	-6	-4.2	-1	19
O=C(c1ccc(S(=O)(=O)N2CCCC2)cc1)N1CCCCCC1	-2	-4	0.8	2.4	-1	-13	0.6	0	8
CCCCn1c(N2CCC(Cc3ccccc3)CC2)nc2c1c(=O)[nH]c(=O)n2C	97*	2	-1.2	-3.6	6	-6	-5.1	13*	12
COc1cc2c(cc1NC(=S)NC(=O)/C=C/c1ccc(OC)c(OC)c1)oc1ccccc12	-35	-3	0.3	0.9	6	4	0.5	0	9

Reformatted: four of the compounds above.
Screens in order: CHOP inhibitor, Ba/F3 V617F tox, TRPML3 ag, TRPN1 ag, BaF3 tox, RBBP9 inh, TNF death inh, Wee1 degr inh, PPC-1+TRAIL kill
Cc1ccc(C)n1-c1ccc(N(C)C)cc1
    25, 0, -0.6, -1.1, 4, -2, -1.2, -2, -3
O=C(c1ccc(S(=O)(=O)N2CCCC2)cc1)N1CCCCCC1
    -2, -4, 0.8, 2.4, -1, -13, 0.6, 0, 8
COc1cc2c(cc1NC(=S)NC(=O)/C=C/c1ccc(OC)c(OC)c1)oc1ccccc12
    -35, -3, 0.3, 0.9, 6, 4, 0.5, 0, 9
CCc1ccc(-c2nc(CS(=O)CC(=O)NCc3cccnc3)c(C)o2)cc1 (centres undefined)
    70, -3, 0.5, 0.1, -3, 1, 0.1, -2, -29

The list continues.
SMILES	CHOP inhibitor	Ba/F3 V617F tox	TRPML3 ag	TRPN1 ag	BaF3 tox	RBBP9 inh	TNF death inh	Wee1 degr inh	PPC-1+TRAIL kill
COc1ccc(-c2nc(NC(=O)C3CC(=O)N(c4ccc5c(c4)OCCO5)C3)sc2C)cc1 (centres undefined)	59	45*	1.2	1.0	53*	-5	-4.3	0	24
O=C(/C(=C/c1cccnc1)n1ccnc1)c1ccc(Cl)cc1Cl	-37	-2	0.0	-0.8	1	-2	-9.5	-2	12
Cc1onc(-c2ccccc2Cl)c1C(=O)Nc1ccc(-n2nncc2-c2ccco2)cc1	-4	-3	-1.4	-1.7	2	-7	-1.1	-1	1
CCNC(=O)CN(c1ccc(OC)c(OC)c1)S(=O)(=O)c1ccccc1	12	2	0.0	0.8	8	2	-1.8	-1	-17
O=C(O)CSc1ncnc2sc3c(c12)CCCC3	3	-1	0.6	0.2	90*	5	1.4	-2	-45
CCn1ccc(C(=O)Nc2ccc(S(=O)(=O)Nc3ccccc3OC)cc2)n1	27	-2	2.7	7.6	4	1	-1.4	2	17
N#Cc1ccccc1Sc1ccccc1C(=O)OCC(=O)NC1CCS(=O)(=O)C1 (centres undefined)	7	-4	0.4	-0.4	-2	-4	0.6	5	4
Brc1ccc(C2=Nn3c(nnc3-c3ccncc3)SC2)cc1	·	2	0.4	0.3	6	-4	1.3	-2	·
CCOC(=O)c1csc(NC(=O)c2ccccc2)n1	2	-3	-0.5	-0.7	3	0	-0.2	3	-16
COc1ccccc1NC(=S)N1CCN(C(=O)c2ccco2)CC1	-10	-2	0.2	0.0	-1	0	-2.6	-2	14
Cc1ccc(S(=O)(=O)N2CCN(C(=O)COC(=O)c3c(C)noc3C)CC2)c(C)c1	8	0	0.6	1.1	-2	0	-0.9	0	17
Cc1cccc(N2CCN(C(=S)NCCc3ccccc3)CC2)c1C	26	0	0.8	0.5	4	-8	0.5	1	45
O=C(NCc1ccc(Cl)cc1)C1CCCO1 (centres undefined)	11	-4	0.2	0.0	5	-6	2.1	1	2
CCN(CC)C(=O)CSc1nc2ccccc2c(=O)n1-c1cccc(OC)c1	17	2	-0.9	-1.1	1	-5	-1.5	-1	5
COc1ccc(-c2nc(-c3cccs3)no2)cc1	57	-4	0.6	1.8	3	-9	0.8	-1	46[5 µM]
CC(C)(C)c1ccc(-c2nnc(N)s2)cc1	31	1	-0.2	-2.4	3	0	-2.0	2	47[5 µM]
COc1ccc(O)c(C2NC(CC(C)C)(C(=O)O)C3C(=O)N(Cc4ccccc4)C(=O)C23)c1 (centres undefined)	23	-2	0.5	2.8	1	-8	2.1	-2	19
C=CCN1C(=O)C(CC(=O)NCC)SC1=Nc1ccc(S(N)(=O)=O)cc1 (centres undefined)	-3	-3	0.2	0.8	2	-5	0.1	-3	4
O=S(=O)(c1cccc(-c2nnc3n2CCCCC3)c1)N1CCCC1	-9	-5	0.2	-1.7	4	-4	1.7	-1	3
CCOC(=O)COc1cc([N+](=O)[O-])cc2cccnc12	6	0	0.2	-0.9	4	-1	-0.9	1	·
COc1ccc(-c2noc(CSc3nc(-c4ccccc4)cc(=O)[nH]3)n2)cc1	16	-2	0.2	-0.5	5	-6	-0.4	1	21
CCOP(=O)(OCC)C(Nc1ccccc1)c1cc(OC)ccc1OC (centres undefined)	8	-7	-0.1	-2.1	-2	-4	1.1	7	0
COc1cc(S(=O)(=O)Nc2ccccc2)ccc1N=Cc1c(C)[nH]n(-c2ccc(C)cc2)c1=O	49	0	0.5	-0.3	5	0	3.2	-4	38
Cc1ccc(N2C(=O)CCSC23C(=O)Nc2ccccc23)cc1 (centres undefined)	21	-3	0.3	0.4	0	-6	0.8	2	-4
CCC(=O)Nc1ccc2oc(-c3ccccc3Br)nc2c1	28	6	0.7	0.6	4	-12	-0.8	2	16
COc1cc(/C=C/C(=O)OCC(=O)N2CCN(C(=O)c3ccco3)CC2)ccc1O	0	3	0.1	-0.6	7	-10	1.3	0	4
COc1ccc(/C=C/C(=O)Nc2cccc(S(=O)(=O)NC3=NCCCCC3)c2)cc1	6	0	1.9	5.6	-1	-14	-1.7	5	25
O=C(CC1C(=O)N(Cc2ccccc2)C(=S)N1CCN1CCOCC1)Nc1ccc(F)cc1 (centres undefined)	18	-2	4.6	6.5	0	-2	2.0	3	37
CCOC(=O)c1c(NC(=O)CN2CCOCC2)sc(C(=O)NC)c1C	16	3	0.6	0.5	10	-14	-1.2	-3	0
CCOC(=O)c1cccc(NC(=O)CSc2nc3ccccc3c(=O)n2CC)c1	45	-3	-0.3	1.5	4	1	-1.3	2	6
Cc1cc(/C=N/Nc2nc(N3CCOCC3)nc(N3CCOCC3)n2)c(C)n1-c1ccccc1	-7	-3	0.3	1.5	6	-11	-0.8	0	3
Cc1ccc(SCCC(=O)NCCSCc2ccco2)cc1	17	-1	-1.0	-1.7	-2	2	1.0	-2	7
Cn1cc(SCC(=O)N2CCCc3ccccc32)c2ccccc21	51	-2	-0.9	-1.6	1	7	1.4	6	20
COc1ccc(C2C=C(c3ccccc3)Nc3nc(CCCO)nn32)cc1 (centres undefined)	18	-2	0.1	0.4	4	-4	-0.9	-2	4
CC(=O)Nc1ccc(CN2CCN(Cc3ccc(F)c(F)c3)C(CCO)C2)cc1 (centres undefined)	9	-2	0.9	2.1	2	5	1.4	0	-3
COc1cccc(C(=O)/C=C/Nc2cccc(O)c2)c1	24	-2	0.1	0.7	3	2	-3.8	-2	85*[5 µM]
COC(=O)c1ccccc1NC(=O)CC#N	26	-5	0.4	-0.7	-3	0	1.9	3	15
COc1ccccc1NS(=O)(=O)c1cc(NC(=O)c2cccs2)ccc1N1CCCCC1	19	0	0.7	0.2	9	-34	3.4	4	10
COc1ccc(S(=O)(=O)N2CCCC2C(=O)n2nc(C)cc2C)cc1 (centres undefined)	20	1	-1.3	-1.9	-1	-3	-0.8	3	0
N#C/C(=C\c1ccccc1Cl)C(=O)NC(=O)Oc1ccccc1	12	-1	0.8	-0.8	5	-6	-0.7	-1	15
COc1ccc(N2CCN(C(CNC(=O)C(=O)NCCCn3ccnc3)c3cccnc3)CC2)cc1 (centres undefined)	18	2	0.7	1.9	4	-6	-0.7	4	4
O=C(CSc1ncnc2c1nnn2-c1ccc(F)cc1)NCC1CCCO1 (centres undefined)	-20	5	-0.5	1.7	6	5	-1.9	2	14
O=C(Cn1cnc2c(cnn2-c2ccc(Cl)cc2)c1=O)N1CCN(c2ccccc2)CC1	91*	0	0.9	-0.1	4	-2	-0.6	1	14
Cc1cc(C(=O)COC(=O)CCc2nc3ccccc3c(=O)[nH]2)c(C)n1CC1CCCO1 (centres undefined)	23	-1	0.4	3.7	-7	-9	1.1	3	10
COC(=O)N/N=C/c1cn(CC(C)COc2ccccc2)c2ccccc12 (centres undefined)	70	4	-0.8	-1.5	8	-5	2.7	6	18
COc1ccc(CNC(=O)CN(CC2CCCO2)C(=O)CNS(=O)(=O)c2ccc(F)cc2)cc1 (centres undefined)	6	0	-0.2	0.6	12	-8	0.2	-4	6
Cc1cnc(NC(=O)CSc2nnc(Cc3ccccc3)o2)s1	9	2	0.1	0.3	8	-13	-1.2	-1	15
O=C(CSc1ncnc2sc3c(c12)CCCCC3)NCc1ccco1	·	-1	-0.2	-1.8	5	3	-6.7	5	30
CCOC(=O)C1CCCCN1Cc1cn[nH]c1-c1ccc(F)cc1F (centres undefined)	12	-4	0.7	0.1	1	-5	0.7	-2	-7
CCOC(=O)C1(CCOC)CCN(C2C3CC4CC(C3)CC2C4)CC1 (centres undefined)	-18	-2	1.2	0.6	1	1	-0.2	2	-1
Cc1c(N/C(=N/S(=O)(=O)c2cc([N+](=O)[O-])ccc2Cl)c2ccccc2)c(=O)n(-c2ccccc2)n1C	13	2	0.6	-2.4	6	2	-1.1	0	9
CC(=O)Oc1ccccc1N1C(=O)c2ccc(C(=O)O)cc2C1=O	14	0	-0.6	-0.5	3	-11	-0.2	-3	5
O=C(CNS(=O)(=O)c1cccc2nsnc12)NC1CCCCC1	5	-2	0.9	2.9	6	-6	1.8	2	36
CNC(=S)NNC(=O)c1sccc1C	11	5	0.1	0.4	6	-2	1.1	-3	2
